Assay outcomes: PubChem, several laboratories
rCAG RNA binder – binders of r(CAG) RNA repeats, primary screen, biochemical, fluorescence; r(CAG) RNA repeat, TO-PRO-1 dye displacement fluorescence; inhibition, % at 3 µM; 1.3% of 370,000 active;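 active = inhibition above the plate cutoff, the mean of all test compounds on that plate plus 3 SD, cut at about 35% in these data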;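 note: 0% = DMSO alone and 100% = 100 µM mitoxantrone as full dye displacement; higher means more dye released from RNA so lower well fluorescence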
PRMT1 inh – PRMT1 methyltransferase inhibitors, primary screen, biochemical, fluorescence polarization; recombinant PRMT1, activity-based probe fluorescence polarization; inhibition, % at 2.79 µM; 1.3% of 370,000 active;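 active = inhibition above about 21% made by adding two undisclosed values, limit read from the data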
SIAE inh – human SIAE inhibitors, primary screen, biochemical, fluorescence polarization, FP-Rh probe, 1536-well HTS; SIAE FP-Rh probe binding; inhibition, % at 9.66 µM; 0.69% of 370,000 active;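 active = inhibition above a cutoff: mean of compounds within the control limits plus 3 SD of those, cut at about 17% in these data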;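 note: 0% = plate median of compound wells and 100% = probe without SIAE protein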
TCR CD3 inh – inhibitors of human TCR-CD3 interaction, primary screen, biochemical, fluorescence, TAMRA-labeled TCR probe. 0.37% of 360,000 active. inhibition, % at 9.4 µM; in the data active = inhibition above about 19%;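 note: recombinant mutant TCR 2C K166C tagged with TAMRA read by polarization; 0% = receptor in buffer alone and 100% = receptor with positive control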
HTRA1 inh – HTRA1 serine protease inhibitors, primary screen, biochemical, fluorescence polarization, HTS | recombinant HTRA1, FP-rhodamine activity-based probe | inhibition, % at 5.96 µM | AID 504803, 2011 | 0.5% of 340,000 active | Q92743; in the data active = inhibition above about 36%;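 note: 0% = enzyme with DMSO and 100% = wells lacking enzyme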
GC-B act – human GC-B receptor activators, primary screen, HEK293 GC-B cells, cGMP TR-FRET, EC30 CNP; Atrial natriuretic peptide receptor 2 (Homo sapiens), P20594; activation, % at 10 µM; 0% at EC30 CNP, 100% saturating CNP; 0.11% of 370,000 active;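 active = activation at 10 µM reaching about 35% in either raw or pattern-adjusted values, limit read from the data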
Target sequence (P20594 whole entry, looked up): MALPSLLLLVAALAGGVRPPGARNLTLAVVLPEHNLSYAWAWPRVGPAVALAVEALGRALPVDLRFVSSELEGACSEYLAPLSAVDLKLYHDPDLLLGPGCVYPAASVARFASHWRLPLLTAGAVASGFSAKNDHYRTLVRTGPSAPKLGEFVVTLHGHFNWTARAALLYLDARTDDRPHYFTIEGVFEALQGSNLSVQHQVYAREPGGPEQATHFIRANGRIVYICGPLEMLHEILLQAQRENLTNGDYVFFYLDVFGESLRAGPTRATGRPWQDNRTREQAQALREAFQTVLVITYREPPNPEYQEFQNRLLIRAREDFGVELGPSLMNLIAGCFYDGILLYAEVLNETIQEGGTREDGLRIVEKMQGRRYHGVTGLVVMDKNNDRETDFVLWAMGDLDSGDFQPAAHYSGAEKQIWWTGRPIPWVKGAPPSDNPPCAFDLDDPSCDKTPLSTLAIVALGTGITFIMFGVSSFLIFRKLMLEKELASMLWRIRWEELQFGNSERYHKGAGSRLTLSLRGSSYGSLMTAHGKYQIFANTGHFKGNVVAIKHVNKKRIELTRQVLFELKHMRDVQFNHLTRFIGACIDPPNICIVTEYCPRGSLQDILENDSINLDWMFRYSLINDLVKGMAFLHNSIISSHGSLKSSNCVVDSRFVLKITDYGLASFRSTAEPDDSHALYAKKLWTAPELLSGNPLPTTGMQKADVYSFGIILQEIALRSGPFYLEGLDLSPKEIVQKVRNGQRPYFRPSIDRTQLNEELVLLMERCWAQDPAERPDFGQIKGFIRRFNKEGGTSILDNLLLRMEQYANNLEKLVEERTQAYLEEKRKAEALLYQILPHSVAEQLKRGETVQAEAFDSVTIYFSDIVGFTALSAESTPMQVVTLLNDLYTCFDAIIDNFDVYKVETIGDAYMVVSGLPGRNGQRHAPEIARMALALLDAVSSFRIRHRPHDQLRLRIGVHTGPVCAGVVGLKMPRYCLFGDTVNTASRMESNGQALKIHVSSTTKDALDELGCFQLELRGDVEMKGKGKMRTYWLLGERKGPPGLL
TDP2 absorb – human TDP2 enzyme inhibitors, primary screen, biochemical, epi absorbance, recombinant enzyme | T5PNP hydrolysis, p-nitrophenol absorbance 415 nm | inhibition, % at 12.8 µM | 0.34% of 370,000 active;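 active = inhibition above the mean of all tested compounds plus 3 SD, set per campaign, cut at about 25% in these data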;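 note: 0% = DMSO with enzyme and 100% = buffer with substrate but no TDP2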
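System: recombinant human TDP2 / Amount: 120 nM TDP2 per well / Also added: 5 mM T5PNP chromogenic substrate / Doses: 12.8 µM single point, 1% DMSO / Incubation: 2 h at 37 °C / Detection: p-Nitrophenol epi absorbance / Evaluation: % inhibition relative to enzyme-containing and enzyme-free wells / Repeats: singlicate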
ABHD4 inh – ABHD4 inhibitors, primary screen, biochemical, fluorescence polarization, mouse; (Lyso)-N-acylphosphatidylethanolamine lipase (Mus musculus), Q8VD66; purified mABHD4, FP-Rh probe fluorescence polarization; inhibition, % at 8.92 µM; 0.54% of 370,000 active; AID 720543, 2013;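 active = inhibition exceeding the mean over every tested compound plus 3 SD, cut at about 30% in these data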;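 note: 0% = plate median of compound wells and 100% = S159A mutant with DMSO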
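system = mouse ABHD4 enzyme, wild type | medium = HEPES pH 7.0, NaCl, Pluronic buffer | also added = FP-Rh probe | incubation = Enzyme–compound pre-incubation 45 min, then probe 60 min, both 25 °C | technique = fluorescence polarization, excitation 525 nm, emission 598 nm, BODIPY TMR filters | controls = S159A mutant high control, sample median low control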
LEDGF integ inh – blockers of LEDGF/p75-dependent integrase strand transfer – biochemical, TR-FRET, high throughput, primary screen | HIV-1 integrase (with human LEDGF/p75) | TR-FRET IN-LEDGF/p75 DNA integration, Eu/Cy5 | inhibition, % at 3.7 µM | 0.64% of 370,000 active | AID 743269, 2014;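 active = inhibition above the screen-wide mean plus 3 SD, cut at about 13% in these data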;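 note: signal is the Cy5 over europium emission ratio at 671 and 618 nm; 0% = plate median of compound wells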
MBD2 DNA inh – inhibitors of MBD2 binding to methylated DNA, primary screen, biochemical, TR-FRET, DNA-binding domain, human; 0.31% of 370,000 active; AID 686964, 2013; MBD2 binding to methylated oligonucleotide; inhibition, % at 4.4 µM; Methyl-CpG-binding domain protein 2 (Homo sapiens), Q9UBB5; in the data active = inhibition above about 13%
* marks the source's active call; other numbers are inactive results; . = no result given. These rows are one share of the data; count on the stated rates, not on these rows.

SMILES	rCAG RNA binder	PRMT1 inh	SIAE inh	TCR CD3 inh	HTRA1 inh	GC-B act	TDP2 absorb	ABHD4 inh	LEDGF integ inh	MBD2 DNA inh
COc1ccc(NC(=O)C(C)N2c3cccc4cccc(c34)S2(=O)=O)cc1OC (centres undefined)	6	2	7	2	-3	-3	0	2	2	1
O=C(c1ccc2c(c1)OCO2)N(CC1CCCO1)C1(C(=O)NC2CCCC2)CCCCC1 (centres undefined)	-6	0	3	8	1	-15	-2	0	9	2
O=C(COC(=O)c1ccc(Br)o1)c1ccc(S(=O)(=O)N2CCCCC2)cc1	5	-1	-1	9	1	1	-8	2	2	-6
Cc1cc(CNC(=O)C(C)Cc2ccccc2)nn1C (centres undefined)	4	2	-13	-4	1	-1	-10	-4	2	6
O=C(Nc1cccnc1N1CCOCC1)c1cc2ccccc2oc1=O	-6	-1	7	2	3	4	10	-6	-3	0
CC1(C)ON=C(c2ccc(C(F)(F)F)cc2)NC1=O	0	2	2	-5	.	-11	-7	3	1	1
CC1=C(C#N)c2nc(N)c(C#N)c(C)c2/C1=C\c1ccc(OCC(=O)O)c(Cl)c1	47*	14	15	-2	16	3	0	25	6	-5
OCC1(CCOc2ccccc2)CCN(Cc2ccncc2)CC1	-1	-3	1	1	-2	2	8	0	-2	3
O=S(=O)(Cc1ccc(Cl)cc1)Nc1ccc(Cl)cn1	3	3	-1	3	-2	1	-7	0	-5	-2
Cc1cc(C)nc(NC(=O)CSc2ccccn2)n1	2	1	-2	-4	3	0	-1	0	-4	4
CCc1ccc(OCCCC(=O)Nc2ccc(S(N)(=O)=O)cc2)cc1	10	0	-3	-1	-1	-1	-8	-2	0	5
CCc1nc(N2CCN(C(=O)c3ccccc3)CC2)c(C#N)c2c1COC(C)(C)C2	-10	-3	4	4	-4	0	-8	-3	1	2
C/C(=N\NC(=O)c1cccnc1)c1cc(C)oc1C	-3	4	10	-6	5	-1	5	6	3	0
CCOC(=O)C1CCN(c2cc3c(cc2NC(=O)c2cc(OC)ccc2Br)n(C)c(=O)n3C)CC1	-4	2	8	3	1	6	4	6	2	1
O=C(Cn1cnc([N+](=O)[O-])c1)NCCc1ccccc1	6	1	-11	5	-8	1	-28	-8	0	2
Cc1ccc(C)c(NC(=S)NC(NC(=O)N(C)C)C(Cl)(Cl)Cl)c1 (centres undefined)	2	2	-5	4	-1	3	-2	0	2	1
Cc1c(Cl)cccc1NC(=S)NN1CCOCC1	-4	3	10	3	-4	-1	4	8	1	11
CCN1CCN(S(=O)(=O)c2ccc(Cl)c(C(=O)NCCc3ccccc3)c2)CC1	-1	-3	1	-2	0	-1	4	-1	-1	-3
Cc1ccc(NC(=O)C2C3CCCC2C3c2ccccc2)c(C)c1 (centres undefined)	-3	-4	2	4	4	-7	-5	-2	-3	-7
O=C(N/N=C/c1ccc(N2CCOCC2)c([N+](=O)[O-])c1)c1ccc(F)cc1	-3	2	-6	0	5	-1	7	-1	-1	-2
Cc1nn(CC(=O)NCC(C)c2ccccc2)c(=O)c2cc3occc3n12 (centres undefined)	1	1	2	2	0	-2	8	6	2	-4
N#CCSc1nc2[nH]ncc2c(=O)n1-c1ccccc1Br	1	-1	-2	-3	-2	-1	11	3	0	2
CCN(C[C@H]1N[C@@](C)(C(=O)OC)[C@H]2C(=O)N(C)C(=O)[C@@H]12)C(=O)c1ccc(F)cc1	0	4	-4	-5	5	-2	-4	-2	1	-1
CC1CCN(C(NC(=O)c2ccco2)C(=O)c2ccccc2)CC1 (centres undefined)	0	1	3	0	-1	-4	3	-2	4	-7
CC(=O)Nc1cc2c(cc1C(=O)c1ccc(C)cc1)OCCO2	2	0	7	5	2	6	-4	-2	2	-2
Cc1ccc(S(=O)(=O)Nc2ccc(NC(=O)Nc3cccc(C(F)(F)F)c3)cc2)cc1	21	-1	-72	9	-39	0	-11	-71	-1	0
Cc1ccc(S(=O)(=O)C(C#N)c2nc3ccccc3nc2N2CCCC2)cc1C (centres undefined)	-2	-1	-6	-6	15	5	4	2	0	0
NC(=O)c1cccc(-c2ccnc3c2CC(C(=O)NCc2ccccc2)O3)c1 (centres undefined)	0	5	-3	1	.	-6	-8	-2	-5	-2
COc1cc(NC(=S)N2CCC(C(N)=O)CC2)c(OC)cc1Cl	3	-1	7	3	0	1	4	-3	-1	0
Cc1ccc(S(=O)(=O)N(C)C)cc1NC(=O)C(C)OC(=O)c1cc[n+]([O-])cc1 (centres undefined)	8	5	3	2	2	3	-8	5	-1	-4
CS(=O)(=O)N1CCC(C(=O)NCc2ccccc2)CC1	2	-4	3	-3	4	0	-5	-5	10	3
CCn1c2ccccc2c2cc(NC(=O)COC(=O)c3ccccc3Br)ccc21	11	3	15	0	-3	1	-8	5	-1	2
N#Cc1c(N)oc(-c2cccs2)c1-c1cccs1	12	8	-5	0	-7	6	-3	-5	2	0
Cc1cc(C)cc(NC2=NC3(CCCCC3)N=C(N)N2)c1	13	-1	2	-2	-1	3	5	-3	-1	4
O=C(CN1C(=O)c2ccccc2S1(=O)=O)NCCC1=CCCCC1	1	-2	4	6	3	-2	9	4	-2	1
CCNc1nc(NCC)n2c(SCC(=O)Nc3ccccc3Cl)nnc2n1	-1	6	1	-3	-7	-3	-18	14	-3	-3
O=C(NCCC(=O)N1CCN(S(=O)(=O)c2ccccc2Cl)CC1)Nc1ccccc1	4	0	4	0	0	-2	10	9	-5	-1
Cc1cc(=O)[nH]c(SCC(=O)N2C(C)CCCC2C)n1 (centres undefined)	0	1	2	4	8	-1	-3	-3	-2	-2
CN(C)C(=O)CSc1cccc2cccnc12	0	5	3	2	6	3	1	2	-3	-11
COc1cc(-c2noc(C)c2C(=O)NCCc2ccccc2)cc(OC)c1OC	-6	-1	-2	-2	4	-20	5	7	0	-1
CC(=O)N[C@@H](Cc1ccc(OC(F)(F)F)cc1)C(=O)O	1	-3	10	-2	-2	-2	-10	-1	3	-5
CC(C)(C)NC(=O)C(c1ccccc1)n1c(=O)c(-c2ccccc2)nc2ccccc21 (centres undefined)	2	-4	-4	4	.	-8	3	-4	0	2
CC(C)c1cccc(C(C)C)c1NC(=O)CCN1C(=O)NC2(CCCC2)C1=O	-3	-5	-3	-7	1	5	5	1	-1	1
Cc1ccc(C(=O)Nc2cccnc2)cc1S(=O)(=O)N1CCCC1	-1	-3	-1	5	2	-4	12	3	0	2
CCOC(=O)C1=C(C)N=C2SCCC(=O)N2C1c1cc(Br)ccc1OC (centres undefined)	2	-2	3	-5	-15	-26	-3	-7	-1	-1
CCn1cc(/C=C(\NC(=O)c2ccccc2F)C(=O)N2CCN(C)CC2)c2ccccc21	0	-3	8	2	2	0	15	4	-1	0
CCOC(=O)c1c(C=O)c2ccccc2n1CC	-3	-2	2	1	-9	-1	17	-2	3	-3
CCN1CCc2nc(NC(=O)c3ccccc3)sc2C1	1	4	0	-3	-8	3	6	1	4	-1
COc1cccc(CNC(=O)CCS(=O)(=O)c2cccc3nsnc23)c1	-4	4	-1	-1	6	-1	-4	7	1	-2
CSC(=Nc1ccccc1)C(C#N)c1nc2ccccc2[nH]1 (centres undefined)	4	-2	0	3	-9	-5	-5	-1	0	1
O=C(N1CCOCC1)N1CCC(c2nc(-c3ccc(S(=O)(=O)N4CCOCC4)cc3)no2)CC1	1	2	5	-9	15	-2	0	2	2	-2
Cc1ccc(-n2[nH]c(C)c(C=NC34CN5CN(CN(C5)C3)C4)c2=O)cc1C	-4	0	1	-1	4	1	6	5	2	-3
COc1ccc(-c2cc(C(=O)Nc3c(C)n(C)n(-c4ccccc4)c3=O)no2)cc1OC	2	-1	-2	2	4	-2	5	-8	0	-1
CC(OC(=O)CCN=C1NS(=O)(=O)c2ccccc21)C(=O)Nc1ccc(F)cc1Cl (centres undefined)	-2	0	4	1	0	0	2	-6	0	-3
CN(CCN1CCOCC1)Cc1nc(-c2ccc(Cl)cc2)no1	-6	4	-3	-9	0	4	1	-3	2	6
NCCNC(=O)Cc1cccc(NC(=O)Cc2ccc(Nc3ncnc4c3ncn4[C@@H]3O[C@H](CO)[C@@H](O)[C@H]3O)cc2)c1	11	1	-4	0	0	-7	2	-2	-2	2
CCc1cc2c(SCC(=O)Nc3ncc(Cl)c(C)c3Cl)ncnc2s1	0	2	2	-1	-7	7	-2	2	44*	1
O=C(CCCOc1ccc(Cl)cc1Cl)NCc1ccncc1	-4	5	-1	-8	0	4	-1	-5	1	-5
CC1(C)O[C@@H]2C[C@H]3[C@@H]4C[C@H](F)C5=CC(=O)CC[C@]5(C)[C@H]4[C@@H](O)C[C@]3(C)[C@]2(C(=O)CO)O1	3	-3	2	3	0	4	-2	5	-4	-2
CSc1ccccc1C(=O)C1CCCN(C(=O)c2cc(C(C)C)no2)C1 (centres undefined)	-4	-4	5	0	-4	-1	0	2	10	-9

3 records drawn at random from those above:
SMILES	rCAG RNA binder	PRMT1 inh	SIAE inh	TCR CD3 inh	HTRA1 inh	GC-B act	TDP2 absorb	ABHD4 inh	LEDGF integ inh	MBD2 DNA inh
CCOC(=O)C1=C(C)N=C2SCCC(=O)N2C1c1cc(Br)ccc1OC (centres undefined)	2	-2	3	-5	-15	-26	-3	-7	-1	-1
CC1(C)O[C@@H]2C[C@H]3[C@@H]4C[C@H](F)C5=CC(=O)CC[C@]5(C)[C@H]4[C@@H](O)C[C@]3(C)[C@]2(C(=O)CO)O1	3	-3	2	3	0	4	-2	5	-4	-2
CC(=O)N[C@@H](Cc1ccc(OC(F)(F)F)cc1)C(=O)O	1	-3	10	-2	-2	-2	-10	-1	3	-5

The list continues:
SMILES	rCAG RNA binder	PRMT1 inh	SIAE inh	TCR CD3 inh	HTRA1 inh	GC-B act	TDP2 absorb	ABHD4 inh	LEDGF integ inh	MBD2 DNA inh
Cc1cc(C)c[n+](-c2[nH]c(=O)sc2/C=N/NC([S-])=Nc2ccccc2)c1	-41	48*	-1	4	7	-4	3	19	-1	-3
Cc1[nH]c2ccccc2c(=O)c1CN1CCCCC1	0	-4	0	-7	-3	2	-11	-7	2	-6
COc1ccccc1-c1noc2ncnc(Nc3cccc(C)c3C)c12	-6	1	-3	-6	-15	-2	-4	-7	-3	3
O=C(O)Cc1sc(Nc2ccccc2)nc1-c1ccc(Cl)cc1	11	10	-11	-15	-9	-3	-14	-26	-9	6
CCCCNC(=S)N(C)/N=C/c1ccc(OCc2ccc(C(=O)OC)cc2)c(OC)c1	-4	-4	-1	4	0	8	-6	-4	2	5
CC(C)C[C@@H](CN1CCC[C@H]1CN1C(=O)C(=O)NC[C@@H]1Cc1ccccc1)N1C[C@H](Cc2ccccc2)N(CCc2ccccc2)C(=O)C1=O	5	-3	0	9	.	-2	-6	7	-1	-1
